CAL PDZ FP-1 – CAL PDZ (human) peptide binding inhibition | purified CAL PDZ, TMR-peptide fluorescence polarization, 1 h | AID 602252 | actives 0.92% (n = 300,000) | inhibition, % at 24.9 µM;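 active means mean inhibition of at least 30% with at least half of replicates also reaching 30%; inconclusive means no clear call, values can overlap the other calls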;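 further: 0% = DMSO neutral control and 100% = excess unlabeled competitor peptide PRC23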
CAL PDZ FP-2 – human CAL PDZ-peptide interaction inhibition. Q9HD26. purified CAL PDZ, TMR-peptide fluorescence polarization, 1 h. inhibition, % at 20 µM. actives 0.02% (n = 330,000). AID 504414;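 active means highest replicate inhibition of at least 40%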;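 further: plate controls were DMSO neutral control wells for no effect and unlabeled competitor peptide control wells for full effect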
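Assay system – tagged CAL PDZ protein CerCALP, purified · Timing – 1 h at RT · Compound – single point, 20 µM · Measured by – fluorescence polarization from S- and P-plane intensities, G-factor corrected · Evaluation – inhibition from polarization loss · Probe or stimulus – TMR reporter peptide T*-PRC34 · Buffer or medium – pH 7.4 phosphate-saline buffer, reducing agent, detergent, IgG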
SR-BI uptake up – activators of SR-BI mediated HDL lipid uptake | CHO ldlA[mSR-BI] cells, DiI-HDL uptake fluorescence, 3 h; 100 = double the neutral-control signal | activation, % at 12.5 µM | actives 0.096% (n = 320,000);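 active means mean replicate activation of at least 60% and every replicate at or above 60%; inconclusive means mean or all-replicate condition met, but not both; inactive means mean below 60% and not all replicates reaching 60%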;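 further: 0% = median plate neutral-control signal and 100% = twice that signal; values of inactives mirror those of a sister screen read the other way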
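Material: SR-BI-overexpressing, LDLR-lacking CHO cells; schedule: compound exposure 3 h, 37 °C; reagent: DiI-labelled HDL at 10 µg/mL final; technique: bottom-read fluorescence, 550/595 nm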
PKA-R2B activ – activators of human PKA-R2B complex. P22694+P31323. PKA-R2B holoenzyme dissociation, Cy5-IP20 fluorescence polarization; R2B truncated from residue 108, S112A mutant; 0% DMSO only, 100% 113 µM cGMP. activation, % at 11.4 µM. actives 0.079% (n = 340,000);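 active means activation above a cutoff set at the mean over all compounds plus 3 SD, cut at about 18% in these data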;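 further: higher means more holoenzyme dissociation and a rise in polarization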
RTF Ca sens inh – cardiac RTF calcium desensitization; P19429+P45379; IANBD-labeled cardiac RTF, Ca2+ fluorescence; inhibition, % at 7.15 µM; actives 0.12% (n = 340,000); AID 493244;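 active means inhibition above the mean inhibition of all tested compounds plus 3 SD, cut at about 17% in these data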;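 further: assay run at fixed EC70 calcium of 1.6 mM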
cardiac RTF act – increases calcium sensitivity of human cardiac regulated thin filaments; actives 0.24% (n = 340,000); IANBD-labeled TnC RTF fluorescence at EC20 calcium; 0% EC20 calcium, 100% full calcium; activation, % at 7.2 µM; AID 493008;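 active means activation above the mean over all tested compounds plus 3 SD, cut at about 30% in these data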;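 further: rise in fluorescence read as greater calcium sensitivity of cardiac thin filaments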
Keap1-Nrf2 PPI – Keap1-Nrf2 (human) interaction inhibition; actives 0.15% (n = 340,000); inhibition, % at 9.4 µM; Keap1 Kelch-Nrf2 peptide fluorescence polarization, 1536-well; in the data active means inhibition above about 12%; inconclusive means no clear call, values can overlap the other calls; inactive means below about 7.3%;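 further: human Keap1 Kelch domain with fluorescein labeled Nrf2 9mer peptide probe; 0% = neutral control wells and 100% = peptide positive control; higher means more block of Keap1 binding to Nrf2 peptide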
Target sequence (Q14145 whole entry, looked up, the tested form may be a part): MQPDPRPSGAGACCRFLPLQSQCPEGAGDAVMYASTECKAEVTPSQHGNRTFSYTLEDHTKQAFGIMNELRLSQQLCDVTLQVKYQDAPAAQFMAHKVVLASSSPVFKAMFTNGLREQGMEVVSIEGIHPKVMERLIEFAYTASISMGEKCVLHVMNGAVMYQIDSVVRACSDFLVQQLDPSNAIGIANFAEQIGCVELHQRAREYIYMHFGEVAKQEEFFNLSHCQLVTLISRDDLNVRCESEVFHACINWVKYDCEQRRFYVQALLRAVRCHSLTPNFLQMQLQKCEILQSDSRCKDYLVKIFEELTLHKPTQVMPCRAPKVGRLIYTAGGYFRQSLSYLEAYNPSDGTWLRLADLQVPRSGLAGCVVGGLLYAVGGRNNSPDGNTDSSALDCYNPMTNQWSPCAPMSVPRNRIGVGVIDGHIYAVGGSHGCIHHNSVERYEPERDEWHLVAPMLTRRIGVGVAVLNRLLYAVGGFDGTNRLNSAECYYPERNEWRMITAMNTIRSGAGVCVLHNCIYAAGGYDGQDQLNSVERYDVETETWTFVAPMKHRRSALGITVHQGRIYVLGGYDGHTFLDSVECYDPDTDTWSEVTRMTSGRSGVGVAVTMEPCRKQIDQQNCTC
LANA DNA inh – inhibitors of KSHV LANA C-terminal domain DNA binding. inhibition, % at 9 µM. actives 0.078% (n = 340,000). AID 504423. MBP-C-LANA/FAM-LBS DNA binding, fluorescence polarization;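 active means highest replicate inhibition at or above 60% at 9 µM, even if other replicates fall short; inactive means all replicates below 60% inhibition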;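 further: 0% = neutral control wells and 100% = 4 µM acridine orange control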
DAGLB inh – blocks human DAGLB lipase activity; Q8NCG7; HEK293T DAGLB membrane lysate, EnzChek fluorogenic substrate; inhibition, % at 5.17 µM; actives 0.059% (n = 340,000); in the data active means inhibition above about 34%;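 further: 0% = enzyme with vehicle and 100% = wells lacking enzyme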
Rtt109 HAT inh – C. albicans Rtt109 histone acetyltransferase inhibition; Q5AAJ8; purified Rtt109/Vps75, ThioGlo CoA-SH fluorescence, 4 h; inhibition, % at 34.9 µM; actives 0.16% (n = 330,000);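 active means inhibition of at least 50% in every replicate; inconclusive means best replicate reaches 50% inhibition but some replicates fall short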
Target sequence (Q5AAJ8 whole entry, looked up): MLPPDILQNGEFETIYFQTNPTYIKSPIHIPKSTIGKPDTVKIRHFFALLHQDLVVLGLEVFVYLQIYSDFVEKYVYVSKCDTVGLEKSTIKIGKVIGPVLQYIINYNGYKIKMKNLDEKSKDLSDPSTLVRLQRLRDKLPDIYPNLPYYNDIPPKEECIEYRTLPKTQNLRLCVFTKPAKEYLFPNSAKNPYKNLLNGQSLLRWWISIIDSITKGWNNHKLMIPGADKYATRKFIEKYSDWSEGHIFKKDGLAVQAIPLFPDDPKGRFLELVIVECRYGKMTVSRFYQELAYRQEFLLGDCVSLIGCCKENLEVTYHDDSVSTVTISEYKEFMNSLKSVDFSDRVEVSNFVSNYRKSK
Numbers without * were called inactive; u = inconclusive; x = not tested or not shown.

SMILES	CAL PDZ FP-1	CAL PDZ FP-2	SR-BI uptake up	PKA-R2B activ	RTF Ca sens inh	cardiac RTF act	Keap1-Nrf2 PPI	LANA DNA inh	DAGLB inh	Rtt109 HAT inh
O=S(=O)(c1ccc(Br)cc1)N1CCN(Cc2ccco2)CC1	-2	-2.1	7	-6	-12	0	1	0.4	-3	-7
CC#CC[N+](C)(CC#CC)CC(=O)c1ccccc1	58*	1.3	25	9	8	-3	3	0.6	0	x
CS(=O)(=O)Nc1ccccc1Oc1ccccc1	2	-1.4	13	3	-13	-4	-1	0.8	0	-2
COc1ccc(-c2sc3ccc(OC)cc3c2-c2ccc(O)cc2)cc1	-4	0.5	-71	-9	-10	-2	-2	-0.2	-2	18
CCc1ccccc1NC(=O)CNC(=O)c1cccc(S(=O)(=O)N2CCN(Cc3ccccc3)CC2)c1	-9	-1.7	-23	-16	-4	-2	2	-0.6	-3	-6
O=S(=O)(c1ccc(F)cc1)N1CCN(CCOc2ccccc2)CC1	-5	0.2	9	-7	-4	20	3	-1.3	-2	2
c1csc(-c2nc3ccccc3s2)c1	-7	0.0	-14	-5	-3	6	-4	-0.2	-4	6
CC(=O)NC(=S)Nc1ccc(N2CCOCC2)c(S(=O)(=O)Nc2cc(Cl)ccc2Cl)c1	64*	-1.3	14	1	-3	-3	-5	0.0	3	-5
CCN(C(=O)c1cc2ccccc2oc1=O)c1cccc(C)c1	-2	-0.7	-13	4	0	3	0	0.6	1	7
CCN1CCN(C(=O)c2ccc(S(=O)(=O)Nc3ccccc3)cc2)CC1	7	-0.8	3	1	1	0	-3	1.9	-1	-4
O=C(N/N=C\c1ccc2c(c1)OCO2)c1ccc(Cn2cc(Br)c([N+](=O)[O-])n2)o1	7	-0.3	1	-3	0	-5	-2	-2.1	0	-4
NC(=O)c1ccc(NC(=O)C2CC(=O)N(c3ccc4c(c3)OCCO4)C2)cc1 (centres undefined)	13	-0.7	17	-10	-9	-3	0	2.8	-1	-3
CS(=O)(=O)N1CCN=C1SCc1ccc(Br)cc1	-3	-2.7	10	-12	-2	6	0	-0.1	-3	8
O=C(COC(=O)c1cccc(S(=O)(=O)N2CCCC2)c1)NCc1ccccc1	-3	-0.1	21	-13	-5	1	-5	-0.9	-1	0
Cc1c(Cc2ccccc2)c(=O)oc2cc(OCC(=O)N[C@@H](Cc3ccccc3)C(=O)O)ccc12	-5	-1.0	-16	-9	-2	0	-4	1.3	1	2
Cc1ccc(Nc2oc(C)nc2C#N)cc1	x	-0.3	-16	1	-3	4	-3	0.4	1	-1
Cc1cc(C2C(C#N)=C(N)OC3=C2C(=O)CC(C)(C)C3)c(C)s1 (centres undefined)	-4	-0.8	x	-18	-17	4	-4	-0.5	-7	3
O=C(NCC1CCCO1)C1CCCCN1S(=O)(=O)c1ccc(F)cc1 (centres undefined)	5	-0.2	-6	10	3	-2	1	-0.1	-3	14
Cc1ccc(NC(=O)N(CCCN2CCOCC2)Cc2cc3cc4c(cc3[nH]c2=O)OCO4)cc1	1	-3.5	-6	-5	-18	-6	-2	-2.4	3	14
Cn1c(SCC(=O)NCc2ccccc2)ncc(C(=O)Nc2ccccc2)c1=O	-1	-1.1	-18	-4	1	-2	1	1.1	-2	4
CCOc1cc(C(=O)NCc2ccc(C)cc2)ccc1OCC(=O)N1CCOCC1	-1	0.5	3	-8	2	5	-1	2.2	1	-4
CC(=O)Nc1ccc(NC(=O)C2CCCN2S(=O)(=O)c2cccc(C(F)(F)F)c2)cc1 (centres undefined)	2	-1.4	29	4	-12	0	-2	0.4	1	-2
COc1ccc(C(=O)NCC(=O)OCc2nc(N)nc(Nc3ccccc3C)n2)cc1	0	-3.3	4	-3	-10	0	-3	0.8	1	-1
N#C/C(=C/C1=C(N2CCOCC2)C(=C/c2ccc(Cl)cc2Cl)/CC1)C(=O)Nc1ccccc1F	-6	-0.2	-74	-6	1	7	-7	-1.3	1	0
O=S(=O)(Nc1ccc(F)cc1)N1CCCCCC1	6	-2.5	x	-4	4	-5	-5	0.6	-7	33

The list continues:
SMILES	CAL PDZ FP-1	CAL PDZ FP-2	SR-BI uptake up	PKA-R2B activ	RTF Ca sens inh	cardiac RTF act	Keap1-Nrf2 PPI	LANA DNA inh	DAGLB inh	Rtt109 HAT inh
CCN1C(=NCC2CC2)N[C@@H](c2cccc(C(F)(F)F)c2)C(C(=O)OC)=C1C	-1	0.3	-8	-8	0	8	-3	2.3	1	12
COc1ccc(OCC(=O)Nc2ccc(S(=O)(=O)N3CCCCC3)cc2)cc1	-7	-1.6	-19	-8	3	-4	4	-1.2	-2	5
CC(CCc1ccccc1)NC(=O)/C=C/c1ccc(Cl)cc1 (centres undefined)	-2	-1.0	-3	-4	-5	3	5	0.8	-3	-5
O=C(/C=C/Nc1ccc(F)cc1F)c1ccco1	10	-0.6	-3	-7	4	-3	0	-0.3	-3	-2
O=C(Nc1ccc(N2CCOCC2)cc1)c1ccc(Cl)c(S(=O)(=O)N2CCCC2)c1	-2	0.1	-58	14	-11	-2	-4	0.4	2	6
COc1cccc(-n2c(CN3CCN(c4ccccc4)CC3)nc3ccc([N+](=O)[O-])cc3c2=O)c1	0	-1.1	-2	-6	-5	-18	1	-0.5	-2	-5
COc1cc2c(cc1OC)[C@@H](Cc1ccc(OCCC#N)cc1)N(C)CC2	-1	0.0	17	3	-8	-2	-3	-1.0	0	7
COc1ccccc1NC(=O)CSc1nc2ncccc2[nH]1	-2	-2.5	-13	-6	-5	10	-1	-0.7	0	8
COC(=O)C(O)(CC(=O)Nc1ccc(OC)cc1)C(F)(F)F (centres undefined)	-1	-2.8	0	11	1	0	-4	-0.9	-3	2
O=C(c1ccc(F)cc1)C1CCN(C(=O)Nc2ccc(F)cc2)CC1	2	-0.4	46	-9	9	3	1	-1.1	0	1
COc1ccc(CCNS(=O)(=O)c2ccc(C3CNC(=O)C3)cc2)cc1OC (centres undefined)	-2	-2.6	-36	-12	-3	-4	1	2.0	-2	-7
CCC(C)NC(=O)c1cn(CC)c2cc(N3CCN(C(=O)c4ccco4)CC3)c(F)cc2c1=O (centres undefined)	-12	-5.5	-63	0	5	-3	-4	-2.8	5	3
C/C(N)=C(/C#N)C(=O)CSc1n[nH]c(-c2cccs2)n1	-1	1.4	25	4	-13	18	0	1.7	-4	-9
CCOC(=O)C/C(=N\Nc1ncnc2ccccc12)c1ccccc1	x	-0.6	x	9	-19	-1	0	-0.7	-4	-2
O=C(Cc1ccccn1)c1ccc(Cl)cc1	-6	0.3	6	2	-9	8	-1	-1.7	-4	-6
Nc1nnc(SCC(=O)Nc2ccc(Cl)c(C(=O)O)c2)s1	-2	-0.7	2	-3	-8	-1	-3	0.0	1	1
CCN(Cc1cc2cc(C)ccc2[nH]c1=O)C(=O)c1cccc(OC)c1	2	-0.7	21	-11	-2	-1	2	1.3	4	0
CCOC(=O)CNC(=O)CSc1nnc(Cn2c(=O)sc3ccccc32)n1-c1ccccc1C	x	-0.3	-10	3	0	1	5	-0.1	-1	2
CCOc1cc(/C=C2/SC(=S)NC2=O)ccc1OC(=O)c1ccco1	0	-1.0	-8	3	0	2	6	-1.3	13	7
O=C1C(Cl)=C(Nc2ccccc2)C(=O)c2ccccc21	x	-0.6	8	-8	-5	-11	3	2.1	5	7
CC(OC(=O)Cc1c[nH]c2ccccc12)C(=O)Nc1ccc(S(N)(=O)=O)cc1 (centres undefined)	-2	-1.3	19	-5	-10	-5	-4	0.5	3	2
CCC1(O)CC2CN(CCc3c([nH]c4ccccc34)C(C(=O)OC)(c3cc4c(cc3OC)N(C=O)C3C(O)(C(=O)OC)C(OC(C)=O)C5(CC)C=CCN6CCC43C65)C2)C1 (centres undefined)	-3	-0.6	7	-11	-4	-5	-2	-0.4	0	3
CCc1ccc(/C=C2/SC(=S)N(CCC(=O)NCCCN3CCOCC3)C2=O)cc1	-2	-1.7	-17	4	3	-4	-9	-0.6	2	2
Cc1ccccc1CN1CCCC(C(=O)N2CCCCC2)C1 (centres undefined)	-1	-1.2	x	-13	-3	-8	-1	0.9	-2	3
Cc1ccc(-n2cc(CNC(C)c3cnn(C)c3)c(-c3ccc(F)cc3)n2)cc1 (centres undefined)	-1	-4.2	26	-13	-26	-3	-4	-0.9	0	x

The final two records of the part before open the next one:
SMILES	CAL PDZ FP-1	CAL PDZ FP-2	SR-BI uptake up	PKA-R2B activ	RTF Ca sens inh	cardiac RTF act	Keap1-Nrf2 PPI	LANA DNA inh	DAGLB inh	Rtt109 HAT inh
Cc1ccccc1CN1CCCC(C(=O)N2CCCCC2)C1 (centres undefined)	-1	-1.2	x	-13	-3	-8	-1	0.9	-2	3
Cc1ccc(-n2cc(CNC(C)c3cnn(C)c3)c(-c3ccc(F)cc3)n2)cc1 (centres undefined)	-1	-4.2	26	-13	-26	-3	-4	-0.9	0	x
COc1ccc(/C=C(\NC(=O)c2ccc(OC)cc2)C(=O)Nc2ccc(C(=O)O)cc2)cc1	-2	-0.9	8	3	0	0	-5	-2.2	3	-1
Cc1cc(C)n(-c2nc(C)nc3c2cnn3-c2ccccc2)n1	-1	-2.7	-62	-6	-3	-10	0	2.0	-4	1
Cc1ccc2nc(NC(=O)c3ccc(NS(=O)(=O)c4cccs4)cc3)sc2c1	5	-0.9	-30	-6	-3	1	1	3.5	0	-1
COc1ccc(OC)c(NC(=O)c2nc(S(=O)(=O)Cc3ccccc3)ncc2Cl)c1	-2	-1.6	13	-10	-10	-1	-3	-0.6	4	-4
CC(=O)c1cccc(NC(=O)N2CCCC2C(=O)NC2CCCC2)c1 (centres undefined)	-1	-1.3	x	4	-11	0	-1	-1.7	2	-7
COC(=O)CSc1nc2sc(C)c(C)c2c(=O)n1C	-1	-1.5	x	-3	0	-2	-1	0.3	-2	-2
COc1ccc(C(=O)Nc2ccc(NC(=O)C3CC3)cn2)cc1	-4	-3.6	-22	9	0	-2	-5	-0.6	2	17
COc1ccc(S(=O)(=O)N2CCOC2CNC(=O)C(=O)NCCCN2CCOCC2)cc1 (centres undefined)	-3	-1.2	13	-2	-9	0	-1	0.1	2	-5
O=c1c2cnn(-c3ccc(F)cc3)c2ncn1Cc1ccc(F)cc1	-1	-0.3	14	6	-2	-4	0	0.0	-2	2
Oc1sc(C=Nc2ccccc2)c2ccccc12	0	-1.3	-30	9	-111	75*	-12	2.2	-15	u
Cc1cccc(Cl)c1NC(=O)N1CCN(c2ccnc3cc(Cl)ccc23)CC1	-4	-3.0	-24	-14	-1	7	-4	-2.0	-1	3
COc1ccc(Oc2ccc(-c3ccn[nH]3)cc2)cc1	x	-0.1	-13	3	3	-6	5	-2.7	-3	-9
Cc1cc(=O)n2[nH]c(NCc3ccccc3F)nc2n1	-4	-0.3	28	36*	-5	-2	-1	2.1	-1	1
Cc1cc(=O)[nH]c(SCC(=O)Nc2cccc(S(=O)(=O)N3CCOCC3)c2)n1	x	0.3	-5	-1	-6	5	5	-0.9	1	2
